aSyn tox rescue – alpha-synuclein toxicity suppression in yeast. Potency, µM (top dose mostly 46.1 µM), for inactives: at the highest dose growth rescue (activation), hits mostly activators. 94,000 tested, 0.02% active. S. cerevisiae alpha-synuclein toxicity rescue, BacTiter-Glo growth, 24 h; active = well fitted activation curve with a large enough effect; inconclusive = small, poorly fitted or top-dose-only effect; also: 0% is about no effect
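Growth restoration measured by BacTiter-Glo luminescence after 24 hr at 30 deg C; alpha-synuclein yeast, raffinose-pregrown to mid-log, were added at OD600=0.02 in galactose medium onto pinned compounds.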
The depositor's hits bear a star; ? = inconclusive; [ ] = another dose, or the depositor's remark. Potency is read from the fitted curve at half-maximal effect. An excerpt (hit frequency here may not be typical).

Molecule	aSyn tox rescue
Cc1cccc(NC(=O)CSC2=Nc3ccccc3C3=NC(CCC(=O)NCc4ccco4)C(=O)N23)c1 (stereo unspecified)	-6%
Cc1cc2c(cc1S(=O)(=O)CCC(=O)N1CCN(c3ccccc3)CC1)OCC(=O)N2	-7%
CCOC(=O)c1ccc(NC(=O)CSc2nc3c(c(=O)n2CC)SC(C)C3)cc1 (stereo unspecified)	2%
CCc1ccc(S(=O)(=O)c2cn(C)c3cc(F)c(F)cc3c2=O)cc1	-5%
C[C@H]1CN([C@@H](C)CO)C(=O)CCCn2nncc2CO[C@@H]1CN(C)S(=O)(=O)c1ccc2ccccc2c1	5%
COc1cccc(CN(C)C[C@@H]2OCc3ccccc3-c3c(n(C)c4ccccc34)C(=O)N([C@@H](C)CO)C[C@H]2C)c1	4%
CCc1ccc(NC(=O)c2cc(CN3CCOCC3)on2)cc1	5%
CCOc1ccc(C(=O)c2oc3ccccc3c2NC(=O)c2cc(-c3ccc(Cl)cc3)on2)cc1	-15%
COc1ccc(CCN2C(=O)N(c3ccc(OC)cc3)C(=O)C2CC(=O)Nc2ccc(OC)cc2)cc1 (stereo unspecified)	2%
Cc1cccc(-c2nc(SCCCOc3cc(C)c(Cl)c(C)c3)n3[nH]c(=O)cc3n2)c1	-8%
CC(=O)Nc1ccc(S(=O)(=O)Nc2nc3ccccc3nc2Cl)cc1	7%
Cc1ccc(C2CC2c2n[nH]c(=S)n2-c2cccc(C)c2)cc1 (stereo unspecified)	2%
O=C(CSc1nnc(CNC(=O)c2ccccc2)n1-c1ccc(F)cc1)Nc1ccccc1F	-4%
COCCCn1c(SCC(=O)NC2CCCCC2)nc2ccccc2c1=O	3%
COc1cc(-c2csc(NC3CCCCC3)n2)cc(OC)c1OC	-3%

Going on with the list.
Molecule	aSyn tox rescue
COc1ccc(C(=O)c2oc3ccccc3c2NC(=O)c2nc(SC)ncc2Cl)cc1Cl	-2%
O=C(CCS(=O)(=O)Cc1ccccc1)Nc1nnc(C(F)(F)F)s1	0%
CCOc1ccc(-c2nnc(SCC(=O)NC3CCCCC3)nc2-c2ccc(OCC)c(OC)c2)cc1OC	2%
Cc1cc(C)n(-c2ccc3nncn3n2)n1	0%
Cc1ccc(NC(=O)c2ccc(CNS(=O)(=O)c3ccc4c(c3)C(C)(C)C(=O)N4C)cc2)cc1C	8%
CCOC(=O)C1CCC(CN(Cc2ccc(Cl)cc2)S(=O)(=O)c2cc(Cl)cc(Cl)c2)CC1 (stereo unspecified)	4%
COc1ccc(CCNC(=O)CNC(=O)N2CC(=O)Nc3ccccc32)cc1	0%
CN(C)c1ccc(CNC(=O)C2CCCN(S(=O)(=O)c3ccc4c(c3)CCCC(=O)N4)C2)cc1 (stereo unspecified)	-8%
COc1ccc(OC)c(NC(=O)CSC2=Nc3ccccc3C3=NC(CCC(=O)NCc4ccccc4)C(=O)N23)c1 (stereo unspecified)	-8%
CCn1c(C(=O)N2CCC(C(=O)N3CCN(c4cccc(C)c4C)CC3)CC2)cc2sccc21	28%
Cc1ccc(CCNC(=O)CSCc2nc(-c3ccc(C)cc3)oc2C)cc1	4%
COc1ccc(NC(=O)CSc2nc3ccncc3[nH]2)c(OC)c1	-5%
CCOC(=O)N1CCC(NC(=O)c2cnn(-c3ccc(F)cc3F)c2C2CCN(C(=O)OC(C)(C)C)CC2)CC1	3%
N#C/C(=C/c1cn(Cc2ccccc2Cl)c2ccccc12)C(=O)Nc1cccc(Cl)c1	-5%
O=C(NC1CCCC1)C(c1ccc(F)cc1)N(C(=O)c1csnn1)C1CCCC1 (stereo unspecified)	7%

Further results follow.
Molecule	aSyn tox rescue
Cc1noc(-c2ccccc2OCC(=O)Nc2ccccc2[N+](=O)[O-])n1	?
CCOC(=O)c1c(C)[nH]c(C(=O)COC(=O)c2c(CC)noc2C)c1C	12%
CCOCCCNC(=O)CCc1ccc(S(=O)(=O)Nc2ccc(C)cc2)cc1	0%
CN(C)C(CNC(=O)c1cccc(S(=O)(=O)N2CCN(c3ccc(F)cc3)CC2)c1)c1ccccc1 (stereo unspecified)	0%
COc1ccccc1N1CCN(C(=O)Cn2ncc3c([nH]c4ccccc43)c2=O)CC1	2%
CC(C)(C)c1ccc(C(=O)N2CC(=O)Nc3ccc(F)cc3C2c2ccc(F)cc2)cc1 (stereo unspecified)	15%
CC(Sc1nc2ccccc2c(=O)n1CCc1ccc(S(N)(=O)=O)cc1)C(=O)NC(N)=O (stereo unspecified)	-4%
CCN(c1ccccc1)S(=O)(=O)c1cccc(C(=O)Nc2cccc(C)n2)c1	-23%
Cc1nc(N2CCN(C(=O)c3cnccn3)CC2)c2c3c(sc2n1)CC(C(C)(C)C)CC3 (stereo unspecified)	12%
COc1ccc(NC(=O)C2=C(C)Nc3ncnn3C2c2ccc[nH]2)cc1 (stereo unspecified)	2%
Cc1cccc(Nc2nc(Nc3cccc(C)c3)nc(N3CCOCC3)n2)c1	14%
COc1cc(OC)cc(C(=O)Nc2cc3c(cc2N2CCCC2)n(C)c(=O)c(=O)n3C)c1	-2%
CC(=O)c1ccc(NC(=O)CN(C)S(=O)(=O)c2cccc3nsnc23)cc1	25%
CCc1cc2c(cc3c(=O)n(CC(=O)NCCc4ccc(OC)c(OC)c4)ncn32)s1	-2%
Cc1ccc(-c2noc(CNC(=O)c3ccc(Br)o3)n2)cc1	-16%

The results go on.
Molecule	aSyn tox rescue
Cc1cc(C)cc(NC(=O)N2CCC(C(=O)c3ccc(F)cc3)CC2)c1	0%
Cc1cc(C)cc(C(=O)N(Cc2nc(-c3ccc(Cl)cc3)no2)C(C)C)c1	-11%
COc1ccc(C)cc1NS(=O)(=O)c1c(C(=O)N2CCCCCC2)c(C)n(C)c1C	-2%
C=CCn1c(SCC(=O)Nc2nncs2)nnc1-c1ccco1	4%
CCOc1ccc(NC(=O)CSc2nc3c(c(=O)n2-c2ccccc2OC)SCC3)cc1	-6%
Cc1ccc(-n2c(=O)c3c(cnn3C)n(CC(=O)Nc3cc(C)ccc3C)c2=O)cc1	-9%
COc1ccccc1NC(=O)CSC1=Nc2ccccc2C2=NC(CCC(=O)NCc3ccco3)C(=O)N12 (stereo unspecified)	6%
CCc1ccc(-n2nnc(-c3nsc(NC(=O)c4ccccc4Cl)n3)c2C)cc1	6%
COc1ncnc2c1ncn2CCCN(C)Cc1ccco1	-10%
CCN1CCN(c2ccc(S(=O)(=O)N3CCOCC3)cc2NC(=O)C(C)Oc2ccc(Cl)cc2)CC1 (stereo unspecified)	2%
CCCC(=O)c1cc2c(cc1NC(=O)c1ccccc1F)OCCO2	1%
COc1ccccc1C#Cc1cnc2c(c1)C(=O)N([C@H](C)CO)C[C@H](C)[C@@H](CN(C)S(=O)(=O)c1cn(C)cn1)O2	-2%
CC(C)N(C)C1CCN(S(=O)(=O)c2ccc3[nH]c(=O)ccc3c2)CC1	2%
O=C(NCC(c1cccnc1)N1CCc2ccccc2C1)C(=O)Nc1ccc(Cl)cc1 (stereo unspecified)	14%
CN1/C(=C/c2cc[n+](C)c3ccccc23)C=Cc2ccccc21	-43%[inhibitor]

The results go on.
Molecule	aSyn tox rescue
COc1ccccc1CN1CCC(CNC(=O)c2cnn(-c3cccc(Cl)c3)c2C2CCN(C(=O)OC(C)(C)C)CC2)CC1	-3%
CC(NC(=O)Nc1cc(Cl)ccc1Cl)c1c(-n2cccc2)sc2c1CCCC2 (stereo unspecified)	5%
C=CCOc1ccc(C(c2c(O)nc(SC)[nH]c2=O)c2c(O)nc(SC)[nH]c2=O)cc1	10%
CN(CC1CCCO1)S(=O)(=O)c1ccc(C(=O)Nc2nc3cc4c(cc3s2)OCO4)cc1 (stereo unspecified)	2%
COCCCNC(=O)Nc1cc(C(=O)NCc2ccc(OC)cc2)ccc1N1CCCC1	0%
COc1ccc(CNC(=O)CS(=O)Cc2nc(-c3ccc(C)cc3)oc2C)cc1 (stereo unspecified)	6%
COC(=O)C(CO)NC(=O)C(C)NC(=O)CNC(=O)OCc1ccccc1 (stereo unspecified)	5%
Cc1ccc2c(c1)C(c1ccc(F)cc1)N(C(=O)COc1ccc(Cl)cc1Cl)CC(=O)N2 (stereo unspecified)	14%
CCc1ccc(S(=O)(=O)c2nnn3c2nc(N2CCC(C(N)=O)CC2)c2cc(Cl)ccc23)cc1	-1%
Cc1ncoc1C(=O)NC1CCCc2c1cnn2-c1cc(F)cc(F)c1 (stereo unspecified)	3%
CCc1ccccc1NC(=O)c1ncoc1-c1ccco1	-6%
CCOc1cc(/C=C2\C(=N)N3N=C(N4CCCCC4)SC3=NC2=O)ccc1OC(=O)c1ccco1	3%
CC(=O)c1ccc(N=Nc2c(C)[nH][nH]c2=O)cc1	-1%
CSc1ccc(CCNC(=O)C2CCCN(S(=O)(=O)N(C)c3ccc(F)cc3)C2)cc1 (stereo unspecified)	8%
CCc1ccc(C(=O)c2cn(CC(=O)Nc3ccc(OC)c(Cl)c3)c3nc(C)ccc3c2=O)cc1	-10%

Later entries.
Molecule	aSyn tox rescue
Cc1ccccc1OCC(=O)N(Cc1ccc(N(C)C)cc1)CC1CCCO1 (stereo unspecified)	8%
CC(=O)c1ccc(NC(=O)c2c3c(nc4ccccc24)C(=O)N(C2CCCCC2)C3)cc1	-10%
Cc1ccccc1Nc1c(-c2ccc(Cl)cc2)nc2c(C)cccn12	-10%
Cc1ccc(OCC(=O)NC(=S)Nc2cccc(C)n2)cc1	-1%
COc1ccc(C(C(=O)NCC2CCCO2)N(C(=O)Cn2nnc3ccccc32)c2ccc(NC(C)=O)cc2)cc1 (stereo unspecified)	4%
O=C1NCN(CCO)CN1	-5%
Cc1cccc(-n2ccnc2SCC(=O)Nc2nc3ccccc3s2)c1	-3%
CCOc1ccccc1NS(=O)(=O)c1ccc(N2CCCCS2(=O)=O)cc1	-14%
CC(C)CCn1c(=O)c2cccnc2n(CC(=O)Nc2ccccc2)c1=O	-7%
Cc1cccc(OCc2nc(C#N)c(NCc3ccccc3Cl)o2)c1	9%
CNc1oc(-c2ccc(COc3ccc(C)cc3)o2)nc1C#N	1%
COc1ccc(Nc2c(-c3ccccn3)nc3ccc(Cl)cn23)cc1	2%
CCn1cc(S(=O)(=O)CC(=O)Nc2cc(C)ccc2C)c2ccccc21	1%
Nc1nc(N2CCN(C(c3ccccc3)c3ccccc3)CC2)n[nH]1	-6%
N#Cc1c(N)nc2c(c1N)CC(C(F)(F)F)O2 (stereo unspecified)	-5%

The list goes on:
Molecule	aSyn tox rescue
O=C(N/N=C\c1ccc2c(c1)OCO2)c1cncc(Br)c1	11%
Cc1ccc(CNC(=O)CN2C(=O)CC(c3ccc(C)c(C)c3)=Nc3ccccc32)cc1	-19%
COCCn1c(C)cc(O)c(C(c2ccccc2)N2CCC(C)CC2)c1=O (stereo unspecified)	-5%
COc1ccc(C2=[N+]([O-])C(C)(C)C(c3ccccc3)=N2)cc1	1%
COc1cc(C(=O)N(Cc2ccccc2)c2cccc(C)c2)ccc1OCC(=O)N1CCOCC1	2%
O=C(NCc1ccco1)C(=S)N1CCCC1	-1%
O=C(Cn1ccn(-c2ccc(F)c(F)c2)c(=O)c1=O)c1ccc(F)cc1	-1%
Cc1cc(=O)[nH]c(N/N=C/c2c(C)oc3ccccc23)n1	8%
CCc1ccc(-n2nc(C)c3c(C)cc(=O)n(CC(=O)Nc4cc(Cl)ccc4OC)c32)cc1	-7%
COc1ccc(S(=O)(=O)NCC(c2ccco2)N2CCOCC2)cc1OC (stereo unspecified)	-9%
CCOC(=O)C1=C(COC(=O)C2CC(=O)N(c3ccccc3CC)C2)NC(=O)NC1C (stereo unspecified)	-6%
C[C@H](O)[C@@H]1C(=O)N2CCc3c([nH]c4ccccc34)[C@@H]2C[C@@H]1N(C)Cc1ccc2c(c1)OCO2	-7%
CCOC(=O)c1ccc(NC(=O)c2ccc(CN3C(=O)CCn4nc(C)cc43)cc2)cc1	5%
COc1cc(CCC(=O)OCC(=O)Nc2ccc(F)c(F)c2)cc(OC)c1OC	-2%
Cc1ccc(S(=O)(=O)N(CCc2ccccc2)CC(=O)Nc2cc(C)ccc2C)cc1	-5%

Arranged by length of the SMILES (highest first): some entries from above.
Molecule	aSyn tox rescue
C[C@H](O)[C@@H]1C(=O)N2CCc3c([nH]c4ccccc34)[C@@H]2C[C@@H]1N(C)Cc1ccc2c(c1)OCO2	-7%
CCc1ccc(-n2nc(C)c3c(C)cc(=O)n(CC(=O)Nc4cc(Cl)ccc4OC)c32)cc1	-7%
Cc1ccc(CNC(=O)CN2C(=O)CC(c3ccc(C)c(C)c3)=Nc3ccccc32)cc1	-19%
CCOC(=O)C1=C(COC(=O)C2CC(=O)N(c3ccccc3CC)C2)NC(=O)NC1C (stereo unspecified)	-6%
Cc1ccc(S(=O)(=O)N(CCc2ccccc2)CC(=O)Nc2cc(C)ccc2C)cc1	-5%
O=C(Cn1ccn(-c2ccc(F)c(F)c2)c(=O)c1=O)c1ccc(F)cc1	-1%
COc1cc(CCC(=O)OCC(=O)Nc2ccc(F)c(F)c2)cc(OC)c1OC	-2%
COc1ccc(C2=[N+]([O-])C(C)(C)C(c3ccccc3)=N2)cc1	1%
COCCn1c(C)cc(O)c(C(c2ccccc2)N2CCC(C)CC2)c1=O (stereo unspecified)	-5%
Nc1nc(N2CCN(C(c3ccccc3)c3ccccc3)CC2)n[nH]1	-6%
Cc1cc(=O)[nH]c(N/N=C/c2c(C)oc3ccccc23)n1	8%
O=C(N/N=C\c1ccc2c(c1)OCO2)c1cncc(Br)c1	11%
N#Cc1c(N)nc2c(c1N)CC(C(F)(F)F)O2 (stereo unspecified)	-5%
O=C(NCc1ccco1)C(=S)N1CCCC1	-1%

Assay outcomes (PubChem)
